# Screens from PubChem.
# rTrxR1 inhibitor: qHTS Assay for Inhibitors of Mammalian Selenoprotein Thioredoxin Reductase 1 (TrxR1): qHTS; recombinant rTrxR1, NADPH fluorescence consumption, selenite substrate; 390,000 tested, 1% active; Thioredoxin reductase 1, cytoplasmic (Rattus norvegicus), O89049; Potency, µM (top dose mostly 114 µM), for the others: at the highest dose activity change, negative = inhibition, most hits filed as inhibitors; further: potency means the concentration at half of the fitted maximal effect; on the % scale 0 is the no-effect control and ±100 the full control effect; nearly all actives have a fitted effect of over 65% in size
#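 Rat TrxR1 (90 nM in the dispensed reagent) was pre-reduced with 400 uM NADPH for 5 min at room temperature, then incubated with compound for 15 min. After 400 uM selenite was added, NADPH fluorescence (Ex 340/Em 450 nm) was followed for 8 min.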
# TRHR enhancer: qHTS for Small Molecule Agonists and Allosteric Enhancers of Human TRH Receptor: Primary Screen for Enhancers. Thyrotropin-releasing hormone receptor (Homo sapiens), P34981. TRHR cells, fluo-8 calcium fluorescence, EC20 TRH enhancement. enhancement, % at 2 µM. 360,000 tested, 0.66% active; in the data active means enhancement above about 30%; further: 0% is about no effect
#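 Enhancer read-out: after compound pinning and an initial kinetic agonist-mode read, an EC20 of TRH (10 nM final) was injected and fluo-8 calcium signal (Ex 480/Em 530) followed at 1 s/cycle for 100 cycles in TRHR-expressing cells.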
# TRHR agonist: qHTS for Small Molecule Agonists and Allosteric Enhancers of Human TRH Receptor: Primary Screen for Agonists; activation, % at 2 µM; 360,000 tested, 0.18% active; AID 493084, 2011; Thyrotropin-releasing hormone receptor (Homo sapiens), P34981; TRHR cells, calcium flux fluo-8, FDSS agonist mode; in the data active means activation above about 30%; further: 0% is about no effect
#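 Agonist-mode FDSS calcium read (Ex 480/Em 530, 1 s cycles) in 1536-well TRHR cells with fluo-8 dye, after 10-cycle baseline and 23 nL compound addition; TRH at EC20 (10 nM final) added afterwards for the enhancer phase.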
# D2 ag: HTS Assay for Allosteric Agonists of the Human D2 Dopamine Receptor: Primary Screen for Agonists; D(2) dopamine receptor (Homo sapiens), P14416; activation, % at 2 µM; HEK293 T-REx D2 cells, calcium flux agonist mode; 340,000 tested, 0.53% active;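 active means activation over 3 SD above normal in the single-dose calcium agonist read, cut at about 30% in these data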; further: 0% is about no effect
#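 Calcium-flux readout, 1 cycle/sec over 180 s following compound pin transfer, in inducible HEK293 Trex D2 cells (force-coupled); dopamine controls included. Positive calcium responses during this window marked compounds as potential agonists.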
# IDH1 R132H inh: qHTS for Inhibitors of mutant isocitrate dehydrogenase 1 (IDH1): qHTS; IDH1-R132H enzyme, NADPH consumption, diaphorase/resazurin fluorescence; Potency, µM (series often up to 76.6 µM), for the others: top-dose activity change, negative = inhibition, hits mostly inhibitors; 390,000 tested, 0.093% active; further: potency means the concentration at half of the fitted maximal effect; on the % scale 0 is the no-effect control and ±100 the full control effect; nearly all actives have a fitted effect of over 65% in size
#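 IDH1-R132H (0.5 ug/mL dispensed) in pH 7.5 Tris buffer was preincubated 30 min with compound, then given a substrate mix of 0.016 mM NADPH and 2 mM alpha-KG for 80 min at room temperature; remaining NADPH was read by diaphorase/resazurin fluorescence.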
# Pin1 inhibitor: qHTS Assay to Find Inhibitors of Pin1 | Pin1 FP peptide displacement, HiFluor488, 10 min | Potency, µM (top dose mostly 115 µM), without a hit: top-dose activity, negative = inhibition, usual class: inhibitors | Peptidyl-prolyl cis-trans isomerase NIMA-interacting 1 (Homo sapiens), Q13526 | AID 504891, 2011 | 390,000 tested, 0.009% active; active means well fitted inhibition curve with a large enough effect in the polarisation, with a control signal flat, not every such curve was filed as active; inconclusive means small, poorly fitted or top-dose-only effect, or effect the other way, or a change in a side signal; inactive means no such curve, though single readings can be large or run the other way; the % refers to the polarisation; further: potency means the concentration at half of the fitted maximal effect; on the % scale 0 is the no-effect control and ±100 the full control effect
# Target sequence (Q13526 whole entry, looked up): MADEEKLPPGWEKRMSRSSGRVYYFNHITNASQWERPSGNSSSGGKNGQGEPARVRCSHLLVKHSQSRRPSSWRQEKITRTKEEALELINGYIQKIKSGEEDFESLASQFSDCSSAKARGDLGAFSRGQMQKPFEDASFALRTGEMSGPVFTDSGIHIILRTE
# D2 antag: HTS Assay for Allosteric Antagonists of the Human D2 Dopamine Receptor: Primary Screen for Antagonists. 340,000 tested, 2% active. HEK293 TREx D2 cells, calcium flux, dopamine EC80. inhibition, % at 10 µM. D(2) dopamine receptor (Homo sapiens), P14416; in the data active means inhibition above about 30%; further: 0% is about no effect
#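 Measurement of antagonist activity uses fluorescent calcium dye in inducible HEK293 T-REx D2 cells: 10 s baseline, compound addition with 180 s read, EC80 dopamine addition with a further 180 s read.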
# TrxR1 substrate: qHTS Assay for Substrates of Mammalian Selenoprotein Thioredoxin Reductase 1 (TrxR1): qHTS. Thioredoxin reductase 1, cytoplasmic (Rattus norvegicus), O89049. purified TrxR1 substrate turnover, NADPH consumption readout. Potency, µM (doses to about 114 µM), for the others: at the highest dose activity change, negative = substrate turnover. 390,000 tested, 0.01% active; further: potency means the concentration at half of the fitted maximal effect; on the % scale 0 is the no-effect control and ±100 the full control effect; nearly all actives have a fitted effect of over 50% in size
#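 Rat TrxR1, dispensed at 90 nM, was prereduced with 400 uM NADPH (final) for 5 min at ~22 deg C, then incubated with compound 15 min before 400 uM selenite. A first-read NADPH fluorescence drop versus no-compound background flagged substrates.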
# USP1 inh: Inhibitors of USP1/UAF1: Primary Screen; Ubiquitin carboxyl-terminal hydrolase 1 (Homo sapiens), O94782; recombinant USP1/UAF1, Ub-Rhodamine cleavage fluorescence; Potency, µM (series often up to 57.1 µM), for inactives: at the highest dose activity change, negative = inhibition, hits mostly inhibitors; 390,000 tested, 0.23% active; further: potency means the concentration at half of the fitted maximal effect; on the % scale 0 is the no-effect control and ±100 the full control effect; nearly all actives have a fitted effect of over 60% in size; inactives centre near -12
# Target sequence (O94782 whole entry, looked up): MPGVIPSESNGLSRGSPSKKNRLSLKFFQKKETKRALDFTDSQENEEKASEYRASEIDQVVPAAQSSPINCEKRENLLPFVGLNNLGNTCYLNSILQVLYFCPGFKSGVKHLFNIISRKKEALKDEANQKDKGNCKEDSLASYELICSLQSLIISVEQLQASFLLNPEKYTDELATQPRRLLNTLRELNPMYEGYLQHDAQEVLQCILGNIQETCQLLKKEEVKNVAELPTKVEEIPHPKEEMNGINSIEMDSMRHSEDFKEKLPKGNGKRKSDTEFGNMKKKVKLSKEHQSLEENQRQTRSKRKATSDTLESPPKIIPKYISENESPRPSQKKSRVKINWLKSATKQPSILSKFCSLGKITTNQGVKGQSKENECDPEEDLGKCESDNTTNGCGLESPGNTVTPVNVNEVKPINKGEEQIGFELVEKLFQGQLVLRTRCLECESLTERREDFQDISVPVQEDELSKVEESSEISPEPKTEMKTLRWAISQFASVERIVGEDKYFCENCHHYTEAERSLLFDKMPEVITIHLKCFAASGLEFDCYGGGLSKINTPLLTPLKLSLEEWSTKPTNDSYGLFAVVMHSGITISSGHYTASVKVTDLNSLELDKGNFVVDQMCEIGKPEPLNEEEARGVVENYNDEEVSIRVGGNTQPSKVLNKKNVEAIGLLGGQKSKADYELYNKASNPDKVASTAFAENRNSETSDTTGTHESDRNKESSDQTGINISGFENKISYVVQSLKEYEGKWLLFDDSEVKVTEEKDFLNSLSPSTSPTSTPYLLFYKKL
#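 Step one: compound is pinned into 1nM USP1/UAF1 in HEPES pH 7.8 buffer with TCEP. Step two: 15 min room-temperature incubation. Step three: Ub-Rho (150nM final) starts cleavage, tracked by fluorescence over six one-minute reads.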
# * = called active by the depositor; ? = inconclusive; . = no result given; & = joins results of further samples; [ ] = another dose, or the depositor's remark. Unless noted, the call rests on the fitted dose curve; in most records, active means well fitted inhibition curve with a large enough effect; inconclusive means small, poorly fitted or top-dose-only effect; inactive means no such curve, though single readings can be large or run the other way. An excerpt; count on the stated rates, not on these rows.
# Sample of the layout:
SMILES,rTrxR1 inhibitor,TRHR enhancer,TRHR agonist,D2 ag,IDH1 R132H inh,Pin1 inhibitor,D2 antag,TrxR1 substrate,USP1 inh
Cc1ccc(-c2nnc(SCc3nc4ccccc4[nH]3)n2Cc2ccco2)cc1,-2%,-2,-0.5,-0.9,-1%,-1%,-9,-4%,6%
c1ccc(Cn2nnc3c(N4CCC5(CC4)OCCO5)ncnc32)cc1,0%,-2,-0.1,0.7,10%,-4%,2,0%,-6%
O=c1c2ccccc2[nH]c(=S)n1Cc1ccccc1,3%,2,0.8,-0.3,1%,-6%,-10,5%,-23%

# Results, from the first entry:
SMILES,rTrxR1 inhibitor,TRHR enhancer,TRHR agonist,D2 ag,IDH1 R132H inh,Pin1 inhibitor,D2 antag,TrxR1 substrate,USP1 inh
Cc1ccc(-c2nnc(SCc3nc4ccccc4[nH]3)n2Cc2ccco2)cc1,-2%,-2,-0.5,-0.9,-1%,-1%,-9,-4%,6%
c1ccc(Cn2nnc3c(N4CCC5(CC4)OCCO5)ncnc32)cc1,0%,-2,-0.1,0.7,10%,-4%,2,0%,-6%
O=c1c2ccccc2[nH]c(=S)n1Cc1ccccc1,3%,2,0.8,-0.3,1%,-6%,-10,5%,-23%
CC(=O)Oc1ccc(C(C)=O)c2c1OCCO2,10%,2,1.2,-1.4,0%,4%,-6,15%,10%
Cc1cc(NC(=O)CN(C)S(=O)(=O)c2ccc3c(c2)CCC(=O)N3)ccc1Br,-17%,3,0.5,0.7,16%,0%,.,-9%,-25%
c1csc(C2Nc3ccccc3-c3nc4ccccc4n32)c1 (configuration not stated),-11%,6,-0.6,.,6%,-1%,12,297%[activator],-9%
O=C(OCc1nc2ccccc2[n+]([O-])c1C(=O)c1ccccc1)c1cccnc1,10%[57.1 µM],3,-0.1,-0.6,4%,9%,-3,-22%[57.1 µM],-20%
O=c1cc(Cc2ccccc2)[nH]c(=S)[nH]1,-24%,1,-0.1,0.4,8%,-12%,9,1%,-16%
COc1ccccc1N(C)S(=O)(=O)c1ccc(C(=O)Nc2ccc(C)cc2C)cc1,-3%,-7,0.3,-0.7,7%,4%,4,-9%,-11%
Cc1cc(C(F)(F)F)n2nc(C)c(-c3ccc(Cl)cc3)c2n1,6%,-15,-0.6,0.4,1%,6%,12,5%,-16%
CCCCc1nnc(NC(=O)CCN2C(=O)C3CC=CCC3C2=O)s1 (configuration not stated),36%,4,0.3,0.2,3%,-3%,6,8%,-17%
COc1ccc(Nc2oc(-c3ccccc3Cl)nc2C#N)cc1,44%[activator],-2,0.4,0.4,7%,0%,-16,105%[activator],-15%
Oc1cccc(/C=N/N2CCN(C3c4ccccc4-c4ccccc43)CC2)c1,5%,6,0.4,0.3,-8%,-1%,7,0%,-16%
CCOc1ccc(NC(=O)CSc2nc3ccccc3nc2N2CCCC2)cc1,-4%[57.1 µM],6,0.6,-0.2,2%,12%,-2,-1%[57.1 µM],-12%
COc1ccc(OCC(=O)Nc2ccc3c(c2)n(C)c(=O)n3C)cc1,22%,6,0.1,0.2,3%,-2%,2,0%,-15%
COc1ccc(C2CC(=O)C(C=NCCN3CCN(C(=S)Nc4ccccc4)CC3)=C(O)C2)cc1 (configuration not stated),7%,6,-0.5,-1.8,1%,-1%,-2,-1%,-24%
Cc1ccc[n+](C(C)C(=O)Nc2ccc(C)c(C)c2)c1 (configuration not stated),12%,1,0.6,-0.1,6%,1%,19,-7%,-6%
COc1ccc(C(CC(=O)Nc2ccc(OC)c(OC)c2)N2Cc3ccccc3C2=O)cc1 (configuration not stated),4%[57.1 µM],5,-0.4,.,-8%,1%,.,-8%[57.1 µM],-14%
Cc1ccc(-c2nc3ccccc3s2)cc1NC(=S)NC(=O)c1cccc2ccccc12,0%,-1,-0.1,-0.2,8%,9%,-28,-6%,-14%
CCOC(=O)c1ccc(NC(=S)NC2CCCC2)cc1,-16%,0,0.9,0.1,-1%,2%,-9,-10%,-13%
CCOc1ccc(-c2nnc(-c3ccncc3)o2)cc1,-15%,4,-0.9,-0.5,6%,1%,-5,17%,-16%
COc1ccc(N2Cc3cccc(C(=O)O)c3C2=O)cc1,-7%[57.1 µM],-2,-0.2,-1.5,14%,-18%&-5%,1,6%[57.1 µM],-22%
COc1ccc2c(c1OC)C(=O)OC2Nc1nc(-c2ccc([N+](=O)[O-])cc2)cs1 (configuration not stated),-22%,4,-0.4,-0.9,0%,-9%,12,4%,-17%
NC(=O)c1cc(-c2ccccc2)nc(N2CCCCCC2)n1,21%,0,-0.3,-1.1,1%,8%,-5,42%,-21%
COc1ccc2c(c1)C(c1ccc(C)o1)=NNC(c1cccnc1)=N2,-15%,15,0.3,0.1,3%,-1%,6,-12%,-14%
# (continued)
SMILES,rTrxR1 inhibitor,TRHR enhancer,TRHR agonist,D2 ag,IDH1 R132H inh,Pin1 inhibitor,D2 antag,TrxR1 substrate,USP1 inh
C#CCOCCOCCOCCNc1nc(N2CCN(C(=O)[C@H](CCC(=O)O)n3cc(C(N)CO)nn3)CC2)nc(N2CCN(C(=O)[C@H](CCCCN)n3cc(C(N)[C@H](C)CC)nn3)CC2)n1 (some centres not stated),.,3,-0.5,-0.1,.,.,7,.,.
O=C(CCl)N(C/C=C/c1ccccc1)c1ccc2c(c1)OCCO2,7.9µM*,-5,-0.3,-0.7,-7%,-3%,2,1%[57.1 µM],-8%
CCOc1ccc(-c2cn3c(n2)sc2cc(C(=O)NCCCN(CC)CC)ccc23)cc1,?,1,-0.2,-0.1,-3%,-1%,.,3%,-8%
Cc1c2cnn(CC(=O)Nc3ccc(F)cc3F)c(=O)c2c(C)n1Cc1cccc(Cl)c1,11%,-3,0.6,-0.1,-11%,-3%,.,-2%,-17%
NS(=O)(=O)c1ccc(CNC(=S)Nc2cc(S(=O)(=O)N3CCOCC3)ccc2Cl)cc1,-18%,.,.,.,-7%,-7%,.,-5%,-11%
Cc1cc(C)nc(-n2ncc3c2CC(c2cccc(Cl)c2)CC3=O)n1 (configuration not stated),15%,-4,-0.6,1.1,-7%,10%,-5,9%[57.1 µM],-26%
CC(C)C[C@@H](CNCC(=O)[C@H](C)NC(=O)c1[nH]cnc1C(=O)N[C@@H](C)CN)NC(=O)c1nc[nH]c1C(=O)N[C@@H](CO)C(=O)O,7%,.,.,.,-4%,-10%,.,6%,-23%
O=C(Cn1cc(SCc2ccc(C(F)(F)F)cc2)c2ccccc21)N1CCCC1,23%,-7,0.6,0.6,-12%,?,.,3%,3%
N=c1c2c(n(Cc3ccc(Cl)c(Cl)c3)c3c1CCC3)CCCC2,5%[57.1 µM],-1,0.1,0.7,1%,2%,-4,3%[57.1 µM],0%
CCSc1nnc(NS(=O)(=O)c2ccc(OC)cc2)s1,10%,1,0.0,1.3,-8%,2%,-3,-6%,-10%
CCN(CC)S(=O)(=O)c1ccc(OC)c(NC(=O)/C=C/c2ccco2)c1,18µM*,1,-0.9,-0.9,-1%,24%,-8,-4%,-24%
COc1cccc(NC(=O)CCc2c(C)nn(-c3ccc(N4CCOCC4)nn3)c2C)c1,8%,1,0.0,0.5,1%,-5%,4,-4%,-8%
CCNC(=O)/C(C#N)=C/c1c(N2CCN(c3ccccc3)CC2)nc2c(C)cccn2c1=O,4%[57.1 µM],-22,-0.8,-0.2,0%,10%,5,8%[57.1 µM],-9%
O=C(Oc1c(-c2ccccc2)c(=O)n2c3c(cccc13)CC2)c1cccc([N+](=O)[O-])c1,-21%,5,0.9,.,10%,-1%,.,-6%,-21%
CN(CC(=O)NCCc1ccc(S(N)(=O)=O)cc1)Cc1c(F)cccc1Cl,36%[57.1 µM],3,-2.0,-2.3,4%,-3%,12,12%[57.1 µM],-14%
Cc1ccc(C)c(NC(=O)Cn2c(=O)n(CCCS(=O)(=O)C3CCCCC3)c(=O)c3ccccc32)c1,2%,-3,-0.9,-0.6,3%,16%,.,-6%,0%
COc1cc(/C=N/NC(=O)c2ccc(O)cc2)ccc1Oc1ccc([N+](=O)[O-])cn1,11%[57.1 µM],-11,-0.3,-0.4,4%,-2%,3,-10%,-10%
Cc1cccc2sc(N(CCN(C)C)C(=O)c3ccc4ccccc4c3)nc12,5%,-1,0.3,-1.0,3%,10%,-19,-2%,-9%
NCCC(=O)NCCc1cnc[nH]1,16%&-1%,-3,-0.1,-0.7,2%,-4%,-1,2%,-10%
Cc1cc(C)c2nc(SC3CCOC3=O)cc(C)c2c1 (configuration not stated),-6%[57.1 µM],5,-0.7,-0.1,2%,-1%,-9,3%,?
Cc1cc(C)c(NC(=S)N2CCN(c3ccc([N+](=O)[O-])cn3)CC2)cc1C,-6%,-1,0.0,2.2,-1%,-1%,-4,-6%,-7%
COCCNS(=O)(=O)c1cc(-c2nn(C)c(=O)c3ccccc23)ccc1C,6%[57.1 µM],9,0.6,-1.0,4%,2%,-1,11%[57.1 µM],-17%
O=C(NNC(=O)c1cc2cc(Br)ccc2oc1=O)c1ccc(O)cc1,?,-1,-0.3,2.0,11%,4%,16,-9%,-12%
